# Source: PubChem BioAssay
# ROC1-CUL1 inh – inhibitors of human ROC1-CUL1 ubiquitin ligase activity; in vitro K48 di-Ub FRET, acceptor:donor ratio, 45 min; AID 1347404, 2020; 140,000 compounds, 0.6% hits; inhibition, % at 10 µM; E3 ubiquitin-protein ligase RBX1 (Homo sapiens) + Cullin-1 (Homo sapiens), P62877+Q13616; in the data active = inhibition above about 25%
# Target sequence (P62877 whole entry, looked up): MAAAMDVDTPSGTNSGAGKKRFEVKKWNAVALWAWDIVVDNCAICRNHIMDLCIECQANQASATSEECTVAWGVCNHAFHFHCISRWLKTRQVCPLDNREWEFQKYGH
# Target sequence (Q13616 whole entry, looked up): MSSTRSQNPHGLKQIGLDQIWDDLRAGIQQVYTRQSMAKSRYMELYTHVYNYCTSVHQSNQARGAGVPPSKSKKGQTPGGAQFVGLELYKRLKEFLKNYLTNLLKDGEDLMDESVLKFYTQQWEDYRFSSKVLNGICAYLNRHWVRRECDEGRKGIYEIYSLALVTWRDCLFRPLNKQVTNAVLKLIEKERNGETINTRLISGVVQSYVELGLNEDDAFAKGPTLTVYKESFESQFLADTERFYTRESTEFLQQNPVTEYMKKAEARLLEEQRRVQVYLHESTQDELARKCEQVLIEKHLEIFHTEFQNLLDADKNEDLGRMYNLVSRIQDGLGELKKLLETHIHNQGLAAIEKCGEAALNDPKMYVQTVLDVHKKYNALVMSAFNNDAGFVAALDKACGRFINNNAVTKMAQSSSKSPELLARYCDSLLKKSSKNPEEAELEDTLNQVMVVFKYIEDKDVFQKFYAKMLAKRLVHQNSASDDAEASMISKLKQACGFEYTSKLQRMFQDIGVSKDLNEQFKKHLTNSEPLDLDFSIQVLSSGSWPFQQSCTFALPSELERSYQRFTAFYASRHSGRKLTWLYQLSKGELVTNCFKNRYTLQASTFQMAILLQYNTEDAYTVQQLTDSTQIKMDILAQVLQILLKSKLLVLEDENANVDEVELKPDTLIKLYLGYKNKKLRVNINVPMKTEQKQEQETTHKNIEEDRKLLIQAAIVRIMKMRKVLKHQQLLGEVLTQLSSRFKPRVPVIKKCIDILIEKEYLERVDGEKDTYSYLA
# An asterisk follows results filed as active; & = joins results of further samples.
ROC1-CUL1 inh	smiles
-8.4	CCSc1nnc2c(n1)OC1(Nc3ccccc3-2)C(=O)Nc2ccc(Cl)cc21 (stereo unspecified)
-8.7	CC1CN(C(=O)C(C)(C)Oc2cc(Cl)ccc2Cl)CC(C)O1 (stereo unspecified)
7.7	Cn1c(SCc2nc(-c3ccc(Br)cc3)no2)nnc1-c1cccs1
-8.8	Cc1ccc(NC(=O)c2cc(S(=O)(=O)N3CCCC3)c[nH]2)c(C)c1
-8.5	CCOc1ccc(NC(=O)c2ccc3c(c2)nnn3C2CCCC2)cc1
-1.9	CSc1ccc(CN2CCCC(CCC(=O)NC3CC3)C2)cc1 (stereo unspecified)
7.6	O=C(COc1ccc(C2C3=C(CCCC3=O)OC3=C2C(=O)CCC3)cc1Cl)Nc1ccccc1
-2.2	O=C1N(Cc2ccccc2F)CCCC1(O)CNCc1n[nH]c2c1CCC2 (stereo unspecified)
-5.5	CCOC(=O)c1nn(-c2ccc(F)cc2)c2nnc(C)c(=O)n12
-6.8	COc1cc(/C=C2\N=C(c3ccc(F)cc3)OC2=O)ccc1OCc1ccccc1Cl
4.2	Cc1cccc(-n2cc(CN3CCN(C=O)CC3)c(-c3cccc(F)c3)n2)c1
2.0	COc1ccc(Cn2ccc3nc(C)c(C(=O)NCc4ccc(SC)cc4)cc3c2=O)cc1
2.6	Cc1cc2nn(-c3ccccc3)nc2cc1NC(=O)c1ccc(Cl)cc1Cl
4.0	COc1ccc(/C=C\C(=O)Nc2ccc(C(N)=O)cc2)cc1COc1ccc(Br)cc1
2.1	Cc1[nH]c2ccccc2c1C(c1cccnc1)N1CCN(c2ccc(F)cc2)CC1 (stereo unspecified)

ROC1-CUL1 inh	smiles
0.3	CCn1c(C(=O)NCc2ccccc2Cl)cc2sc(Cl)cc21
9.3	CC(C)(C)CN1CCC(Oc2ccc(C(=O)N3CCCO3)cc2Cl)CC1
0.0	C=CCOc1c(Br)cc(CNc2ccc(NC(=O)C(C)C)cc2)cc1OCC
-3.7	CCCCCC(=O)Nc1sc(C)c(C)c1C#N
1.9	COCCN(CC1CCN(Cc2ccccc2F)CC1)C(=O)c1cnc(C)cn1
-0.7	CC(C)c1n[nH]c2c1CN(C1CCN(Cc3cccnc3)CC1)CC2
-0.5	CC(NC(=O)CCc1ccccc1)c1cc2c(cc1Cl)OCCO2 (stereo unspecified)
-2.5	COc1ccc(-c2cc(C(F)(F)F)nc(SCC(=O)Nc3cccc(Cl)c3C)n2)cc1
-7.4	CCCN(CCC)C(=O)C1CCCN(S(=O)(=O)c2cc(Br)cc3c2N(C(=O)CC)CC3)C1 (stereo unspecified)
3.5&2.1	O=C(OCc1ccccc1F)c1ccc(-c2nnn(Cc3ccccc3)n2)cc1
-0.9	COc1ccc(C(=O)N(Cc2ccc(N(C)C)cc2)CC2CCCO2)cc1 (stereo unspecified)
-1.9	CCCOc1ccc(C2CC(=O)N=C3C2C(=O)N(C)C(=O)N3C)cc1OC (stereo unspecified)
0.2	O=C(Nc1cc(Oc2ccc(F)cc2)cc([N+](=O)[O-])c1)c1cnn2c(C(F)F)cc(-c3ccccc3)nc12
-2.0	Cc1ccccc1C(=O)N(Cc1nc(-c2ccc(Cl)cc2)no1)C(C)C
5.2	Cc1ccccc1-c1nc2ccccc2c(=O)n1C1CCS(=O)(=O)C1 (stereo unspecified)

# By substructure: the compounds so far containing bromine.
ROC1-CUL1 inh	smiles
7.7	Cn1c(SCc2nc(-c3ccc(Br)cc3)no2)nnc1-c1cccs1
4.0	COc1ccc(/C=C\C(=O)Nc2ccc(C(N)=O)cc2)cc1COc1ccc(Br)cc1
0.0	C=CCOc1c(Br)cc(CNc2ccc(NC(=O)C(C)C)cc2)cc1OCC
-7.4	CCCN(CCC)C(=O)C1CCCN(S(=O)(=O)c2cc(Br)cc3c2N(C(=O)CC)CC3)C1 (stereo unspecified)

# (further entries)
ROC1-CUL1 inh	smiles
-2.3	Cc1nn(Cc2cccc(Oc3ccccc3)c2)c(C)c1NC(=O)c1cccs1
-7.4	C=CCCCCOc1ccc(/C=C/c2ccc([N+](=O)[O-])cc2)cc1
-5.4	O=C(CN1C(=O)c2ccccc2C1=O)Nc1ccc(Br)cc1
10.9	CCN(CC)S(=O)(=O)c1ccc(OC)c(NC(=O)COc2ccc(C)c(C)c2)c1
-3.4	COc1ccc(NC2=NC(=S)N(c3ccccc3)C23CCCCC3)cc1
-11.1	COc1ccc(C(=O)C(C)Oc2ccc(C)c(C)c2)cc1 (stereo unspecified)
6.7	COC1CCCCC(=O)N1S(=O)(=O)c1ccc(C)cc1 (stereo unspecified)
-9.3	O=C1NC(c2ccc(O)cc2)Nc2ccccc21 (stereo unspecified)
1.6	C[C@@H]1CN(C(=O)c2coc(COc3cccc(C(F)(F)F)c3)n2)C[C@H](C)O1
-1.7	Cc1cc(C)n(CC(=O)NC2CCCN(C3CCN(C)CC3)C2)n1 (stereo unspecified)
7.0	Cc1ccc(NC(=O)Cn2c(-c3cncs3)nc3ccccc32)c(Br)c1
3.3	Nc1cc(C(=O)N2CCOC(Cc3ccccc3)C2)ccn1 (stereo unspecified)
7.5	CCc1ccc2oc(C(=O)Nc3cccc(C(F)(F)F)c3)cc(=O)c2c1
-6.0	Cc1ccccc1CSCC(=O)N/N=C\c1cccs1
-1.0	CC(=S)c1c(C)cc2ccccn12

ROC1-CUL1 inh	smiles
6.4	O=C(CC(=O)c1ccccc1[N+](=O)[O-])c1ccccc1
8.4	O=c1[nH]c(-c2ccccc2)ncc1Oc1ccccc1
1.3	Cn1cnnc1Sc1nc(-c2ccccc2)c2cc(Cl)ccc2n1
-6.3	Cc1ccc(NC(=O)c2ccc(CNS(=O)(=O)c3ccc4c(c3)C(C)(C)C(=O)N4C)cc2)cc1
2.9	O=C(N=C(C(Cl)Cl)S(=O)(=O)c1ccccc1)c1ccc(Cl)cc1Cl
5.9	CCOc1ccc(C(=O)Oc2c(I)c(OCC)cc(OCC)c2C(C)=O)cc1
-10.7	COc1cc2[nH]c(=O)n(CCCCCC(=O)N3CCN(c4ccc(Cl)cc4)CC3)c(=O)c2cc1OC
2.6	C=CCc1ccc(OCCOc2ccc(CC=C)cc2OC)c(OC)c1
12.4	Cc1cc(C(F)F)n2nc(C(=O)Nc3cccc(Cl)c3C)nc2n1
13.4	Cc1cccc(NS(=O)(=O)c2ccc3c4c(cccc24)C(=O)N3)c1
5.4	Cc1ccc(S(=O)(=O)N2CCN(C(=O)CC(C)C)CC2)cc1C
-3.9	O=C(c1cc(F)ccc1F)C1CCCN(C(=O)c2cnsn2)C1 (stereo unspecified)
1.1	CCc1ccc(NC(=O)CSc2cn(CC(=O)N3CCOCC3)c3ccccc23)cc1
-2.1	CCc1c(C)nc2ccc(C)cc2c1Cl
1.0	COCCN1CC(C(=O)NCc2scnc2-c2ccccc2)CCC1=O (stereo unspecified)

# Brought forward from above: two entries, then new ones.
ROC1-CUL1 inh	smiles
-2.1	CCc1c(C)nc2ccc(C)cc2c1Cl
1.0	COCCN1CC(C(=O)NCc2scnc2-c2ccccc2)CCC1=O (stereo unspecified)
8.3	O=c1nc(NCn2nnc3ccccc32)ccn1C1OC(CO)C(O)C1O (stereo unspecified)
6.5	CCc1cccc(C)c1NC(=O)c1cc(S(=O)(=O)N2CCCCCC2)cn1C
0.8	COc1cc(/C=C(\C#N)c2nc3ccc(C)cc3[nH]2)ccc1OCc1ccccc1
-0.1	NC(=O)c1c(NC(=O)COc2ccc(-c3ccccc3)cc2)sc2c1CCC2
-1.6	Cc1cccc(-c2nnc(SCC(=O)Nc3cccc(C(=O)N4CCOCC4)c3)n2C)c1
-1.5	C=CCN(C)NC(=O)Nc1ccccc1
-12.2	CCc1ccccc1NC(=O)Nc1cc(C(=O)NCc2ccc(C(C)C)cc2)ccc1N1CCCC1
2.3	CC(=O)Nc1ccc2nc(SCC(=O)c3ccc4ccccc4c3)sc2c1
-3.6	NC(=O)C1(N2CCCCC2)CCN(C(=O)Nc2ccc(C(F)(F)F)cc2)CC1
-1.7	Cc1cccc(OCC(=O)Nc2cc(Cl)c(Cl)cc2Cl)c1
-2.4	O=C(O)CSc1nnc(COc2ccccc2)n1-c1ccccc1
-0.8	Cc1ccc(NCC2COc3c(C)cccc3C2=O)cc1 (stereo unspecified)
-8.0	Cn1c(COc2ccc([N+](=O)[O-])cc2)nnc1SCC(=O)NCc1ccco1
1.6	Cc1nccnc1N1CCC(Cn2cc(CN3CCNC(=O)C3)nn2)CC1
-1.4	Cc1cc(C)c2oc(C(=O)Nc3sc4c(c3C(=O)NCc3ccco3)CCCC4)cc(=O)c2c1

ROC1-CUL1 inh	smiles
5.5	Cc1cc(C)n(-c2cccc(-c3nc4c(cnn4Cc4cccnc4)[nH]3)c2)n1
-3.3	CC(c1nccs1)N(C)Cc1c(C(=O)N2CCCCCCC2)nc2sccn12 (stereo unspecified)
7.8	CCOC(=O)c1c(NC(=O)c2cccc(Br)c2)sc2c1CCCCCCCCCC2
-6.3	CCc1ccc(-n2nc3cc(C)c(NC(=O)c4cc(OC)cc(OC)c4)cc3n2)cc1
-0.4	N#Cc1ccc(C2=CC3C=CSC3=N2)cc1 (stereo unspecified)
2.5	Cc1ccc(/C=C2/SC(=O)N(CC(=O)N3CCN(c4ccccc4)CC3)C2=O)s1
-1.9	COc1ccc(-c2nn(-c3ccc(C)c(Cl)c3)c3c2cnc2cc(OC)c(OC)cc23)cc1
-4.5	NC(=O)CSc1nc(-c2ccc(Cl)cc2)cs1
6.2	C=CCNC(=O)c1ccccc1NS(C)(=O)=O
5.1	Cc1cc(C)c(NC(=O)Cn2c(=O)n(Cc3ccc(C(=O)NCc4ccc5c(c4)OCO5)cc3)c(=O)c3ccccc32)c(C)c1
0.4	COc1ccc(CCN2CCC(CN(C)C(=O)CN3CCCCC3=O)CC2)cc1
5.7	CCCOc1ccc(C2c3c(oc4ccccc4c3=O)C(=O)N2c2nc(C)c(C(=O)OCC)s2)cc1 (stereo unspecified)
-3.7	COC(=O)CCCC(=O)NC1CC(=O)N(CC(C)(C)C)C1 (stereo unspecified)
6.6	CCOc1cccc(NC(=O)c2ccc(Cl)cc2)c1
5.5	Cc1oc(-c2ccccc2NS(=O)(=O)Cc2ccccc2)nc1CNC(=O)C1=NN(C)C(=O)CC1

ROC1-CUL1 inh	smiles
16.0	CCc1c(C)c2ccc3c(c2oc1=O)CN(Cc1ccccc1)CO3
4.4	CCOC(=O)NC(Nc1sc2c(c1C#N)CCC(C(C)(C)C)C2)(C(=O)OCC)C(F)(F)F (stereo unspecified)
2.4	O=C(Nc1ccc(F)cc1)OCCSc1nnnn1-c1ccccc1
5.5	O=C(Nc1nc2c(s1)C(=O)CC(C(=O)N1CCN(c3nc4ccccc4o3)CC1)C2)c1ccco1 (stereo unspecified)
2.2	N#CCc1nnc2n1CCCCC2
11.0	CCCCSc1nnc2c(n1)OC(c1ccsc1)N(C(=O)CC)c1ccccc1-2 (stereo unspecified)
-2.3	O=C(c1nn2c(c1Br)NC(c1ccccc1)CC2C(F)(F)F)N1CCN2CCCC2C1 (stereo unspecified)
10.1	CCOC(=O)C1(Cc2cccc(F)c2)CCN(C(=O)CSC)CC1
-2.5	CCOC(=O)c1c(-c2ccccc2)oc2ccc(OCc3ccccc3Br)cc12
0.0	Cc1ccc2c(c1)C(=O)CC(=O)O2
6.0	CCCC(=O)NCc1cccnc1
-6.5	CCOc1ccccc1NC(=O)C(CC)CC
9.1	CCCCOC(=O)Nc1sc2c(c1C(=O)OCC)CCCC2
-5.1	COC(=O)c1ccc(N2C(=O)CSC2c2ccc(OC)cc2)cc1 (stereo unspecified)
7.4	COc1ccc(C(=O)/C=C/c2cc3cc(OC)c(OC)cc3nc2Cl)cc1OC

ROC1-CUL1 inh	smiles
-0.1	CC1CCCc2sc(NC(=O)CCC(=O)O)c(C#N)c21 (stereo unspecified)
1.5	O=C(O)CC(Sc1c(-c2ccccc2)[nH]c2ccc(Cl)cc12)C(=O)O (stereo unspecified)
3.5	COc1ccc(CNC(=O)C2CCN(Cc3nc(-c4ccc(OC)c(OC)c4)oc3C)CC2)cc1
27.0*	COc1cc(/C=N/NC(=O)CSc2nnc(-c3ccc(C)cc3)n2C)ccc1O
-0.8	O=S(=O)(Cc1ccccc1Cl)Nc1ccc(F)cc1F
0.9	Cc1ccccc1-c1nc2sc3c(c2c(=O)o1)CCCCC3
6.0	Cc1ccc(-c2nn3c(C)nnc3c3ccccc23)cc1S(=O)(=O)NCCO
5.0	COc1cc(CNCc2cnc(C)cn2)ccc1OCC(O)CN1CCCC1 (stereo unspecified)
0.4	CC(C)NC(=O)COc1c(Cl)cc(Cl)cc1Br
8.6	CC(CN(C)Cc1ccccc1)OC(=O)c1ccccc1Cl (stereo unspecified)
6.3	COC(=O)C1=C(C(=O)OC)SC(=C2C(=S)C(C)(C)N(C(=O)c3ccccc3-c3ccccc3)c3ccc(C)cc32)S1
8.4	O=C(Oc1cccc(OC(=O)c2cccs2)c1)c1cccs1
-4.6	COc1ccc(NC(=O)CCS(=O)(=O)c2nc(-c3cccs3)cc(C(F)(F)F)n2)cc1OC
9.5	CN(CC1COc2ccccc2O1)C(=S)Nc1ccccc1 (stereo unspecified)
6.6	CC(=O)C1C(C)=NC(=S)NC1/C=C/c1ccccc1 (stereo unspecified)

# Sorted by molar mass (largest number first): part of the list above
ROC1-CUL1 inh	smiles
8.4	O=C(Oc1cccc(OC(=O)c2cccs2)c1)c1cccs1
8.6	CC(CN(C)Cc1ccccc1)OC(=O)c1ccccc1Cl (stereo unspecified)
9.5	CN(CC1COc2ccccc2O1)C(=S)Nc1ccccc1 (stereo unspecified)

# Next section:
ROC1-CUL1 inh	smiles
0.7	CCOc1cc(C2C3=C(CCCC3=O)N(CC(=O)O)C3=C2C(=O)CCC3)cc(Cl)c1OCC
-1.1	COc1ccc(-c2ccc3c(N)c(C(=O)Nc4cc(OC)c(OC)c(OC)c4)sc3n2)cc1
2.4	N#Cc1c(NC(=O)CSc2nc3sc4c(c3c(=O)n2-c2ccccc2)CCCC4)sc2c1CCCCC2
6.0	O=C1C2CCCCN2C(=O)N1CCCCN1CCN(c2cccc(Cl)c2)CC1 (stereo unspecified)
3.6	O=C1NCCN(CCCc2ccccc2)C1CC(=O)N1CCCN(c2ncccn2)CC1 (stereo unspecified)
13.3	Cc1nn2c3c(cnc2c1-c1ccccc1)C(=O)CCC3
-0.7	CN(C(=O)CN1C(=O)C2C3CC(C(Br)C3Br)C2C1=O)C1CCCCC1 (stereo unspecified)

# An excerpt; rates above refer to the full screens.
